Screening results deposited in PubChem BioAssay by National Center for Advancing Translational Sciences (NCATS).
TCR activator: Activators of T cell receptors: qHTS campaign. primary human leukocytes, anti-CD3, IL-2 HTRF, 48 h. Potency, µM (top dose mostly 9.22 µM), for the others: at the highest dose activation of IL-2 secretion, actives largely listed as activators. 330,000 tested, under 10 active; also: % of control where 0% means no effect
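48 hr co-incubation of compounds, a-CD3 beads and primary human leukocytes; IL-2 quantified homogeneously by HTRF with anti-IL-2 K and d2 conjugates.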
Tb PFK block: qHTS Assay to Find Inhibitors of T. brucei phosphofructokinase; ATP-dependent 6-phosphofructokinase (Trypanosoma brucei brucei), O15648; T. brucei PFK, ADP-Glo luminescence; Potency, µM (highest dose often 57.5 µM), for the others: at the top dose activity, negative = inhibition, most hits filed as inhibitors; hit rate 0.17% among 330,000;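 also: potency is read from the fitted curve at half-maximal effect; 0% = uninhibited 1x PFK enzyme wells and -100% = no-enzyme wells; nearly all actives have a fitted effect of over 60% in size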
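Activity is normalized to no-enzyme wells (full inhibition) and 1.25 nM enzyme wells (no inhibition). Reaction: 0.5 mM F6P, 0.1 mM ATP, 45 min RT, ADP-Glo luminescence; concentration-response curves fitted and classed by quality.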
a7 integrin act: qHTS for Activators of Integrin-Mediated Alleviation for Muscular Dystrophy; Potency, µM (highest dose often 38.3 µM), for inactives: top-dose activation, usual class: activators; hit rate 0.064% among 350,000; AID 624291, 2012; alpha7betagal myoblasts, beta-gal FDG fluorescence, 48 h;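 also: potency is read from the fitted curve at half-maximal effect; 100% = response of the positive control SU9516; nearly all actives have a fitted effect of over 60% in size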
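alpha7betagal+/- myoblasts (passage 13, 250/well) treated 48 h at 37C with compounds at 1:260 dilution of DMSO stock. Lysed, then beta-galactosidase activity read as FDG fluorescence (ex 480/em 540) after 30 min, with pre-read for autofluorescence.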
TSG101-PTAP inh: qHTS Assay for Iinhibitors of HIV-1 Budding by Blocking the Interaction of PTAP/TSG101; Fluorescence polarization, FITC-PTAP peptide / Tsg101 binding; Tumor susceptibility gene 101 protein (Homo sapiens), Q99816; Potency, µM (top dose mostly 115 µM), for inactives: at the highest dose activity change, negative = inhibition, hits mostly inhibitors; 340,000 tested, under 10 active; active = well fitted inhibition curve with a large enough effect in the main read-out, with a control signal flat, not every such curve was filed as active; inconclusive = small, poorly fitted or top-dose-only effect, or effect the other way, or a change in a side signal; inactive = no such curve, though single readings can be large or run the other way; also: potency is read from the fitted curve at half-maximal effect; % of control where 0% means no effect
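Fluorescence anisotropy tracks displacement of a FITC-tagged PTAP peptide (50 nM) from the Tsg101 binding domain (10 uM), following a 20 min room-temperature incubation at pH 7.5.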
Eya2 inh: qHTS Assay for Inhibitors of the Phosphatase Activity of Eya2 | recombinant Eya2, OMFP fluorescence dephosphorylation (OMFP is methylfluorescein phosphate) | Potency, µM (titrated, usually from 76.9 µM), for inactives: top-dose activity, negative = inhibition, most hits filed as inhibitors | hit rate 0.006% among 330,000 | AID 488837, 2010; also: potency is read from the fitted curve at half-maximal effect; % is scaled to controls: 0 for no effect and ±100 for the full control effect
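Eya2 (0.2 uM) preincubated 10 min at ambient with compound, then OMFP substrate added at 50 uM; 10 min reaction in 50 mM HEPES pH 7.5, 50 mM NaCl, 5 uM MgCl2, 0.05% BSA, 1 mM DTT. Fluorescence read at Ex 485/Em 525 nm.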
TSHR antagonist: Antagonists of the Thyroid Stimulating Hormone Receptor: HTS campaign; Thyrotropin receptor (Homo sapiens), P16473; TSHR-expressing cells, TSH-stimulated cAMP HTRF, 2 h; active compounds read low; activity change, negative = inhibition, % at 11.5 µM; hit rate 0.2% among 330,000; AID 504810, 2011;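 active = activity change below a set negative limit, meaning inhibition stronger than a set level, cut at about -70% in these data; inconclusive = activity change between two set negative limits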; also: % is scaled to controls: 0 for no effect and ±100 for the full control effect
Target sequence (P16473 whole entry, looked up): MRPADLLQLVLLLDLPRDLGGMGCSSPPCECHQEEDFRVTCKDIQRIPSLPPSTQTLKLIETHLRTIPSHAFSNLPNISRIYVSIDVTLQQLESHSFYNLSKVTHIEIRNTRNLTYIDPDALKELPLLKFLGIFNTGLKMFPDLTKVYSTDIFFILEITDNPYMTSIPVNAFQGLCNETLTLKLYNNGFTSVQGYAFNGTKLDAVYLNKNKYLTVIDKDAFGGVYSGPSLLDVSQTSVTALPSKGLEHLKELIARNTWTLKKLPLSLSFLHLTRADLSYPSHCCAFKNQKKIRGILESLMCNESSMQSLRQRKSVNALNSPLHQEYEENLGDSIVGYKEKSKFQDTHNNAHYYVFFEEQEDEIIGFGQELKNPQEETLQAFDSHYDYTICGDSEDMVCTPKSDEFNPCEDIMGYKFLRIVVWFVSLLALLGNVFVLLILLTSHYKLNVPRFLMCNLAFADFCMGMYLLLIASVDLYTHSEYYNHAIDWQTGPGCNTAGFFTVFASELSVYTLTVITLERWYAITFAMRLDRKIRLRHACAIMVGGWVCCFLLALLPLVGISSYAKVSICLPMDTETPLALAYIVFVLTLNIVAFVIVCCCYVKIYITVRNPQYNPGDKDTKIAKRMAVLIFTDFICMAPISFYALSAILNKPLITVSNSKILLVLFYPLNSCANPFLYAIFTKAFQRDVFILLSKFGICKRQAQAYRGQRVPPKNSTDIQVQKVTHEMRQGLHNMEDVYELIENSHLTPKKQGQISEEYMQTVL
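Competitive HTRF cAMP read-out (cryptate anti-cAMP antibody, cAMP-d2; 30 min, room temperature) in freshly harvested TSHR cells. Compounds added before TSH at EC80 (4nM final), followed by 2 hours' incubation at 37 deg C.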
ELG1 repair inh: qHTS screen for small molecules that inhibit ELG1-dependent DNA repair in human embryonic kidney (HEK293T) cells expressing luciferase-tagged ELG1. Potency, µM (highest dose often 46.1 µM), for inactives: top-dose activity change, negative = inhibition, hits mostly inhibitors. AID 504467, 2011. hit rate 2.3% among 330,000. HEK293T ELG1-luciferase reporter, luminescence, 16 h; DNA damage induced by 5-fluorouridine; also: potency is read from the fitted curve at half-maximal effect; % is scaled to controls: 0 for no effect and ±100 for the full control effect; nearly all actives have a fitted effect of over 55% in size
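Quantitative HTS, concentration-response format. 2,000 cells/well co-treated with 5-fluorouridine and compound, 16 hr in 5% CO2 at 37 °C; ONE-Glo luminescence read after 30 min.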
A-T KAP1 phos: qHTS Assay for Identifying a Potential Treatment of Ataxia-Telangiectasia. hit rate 0.19% among 320,000. […] A-T fibroblasts, KAP-1 phosphorylation AlphaLISA; neocarzinostatin DNA damage 30 min before lysis. Potency, µM (doses to about 57.5 µM), without a hit: at the top dose activation, most hits filed as activators; also: potency is read from the fitted curve at half-maximal effect; % of control where 0% means no effect; nearly all actives have a fitted effect of over 45% in size
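hTERT-immortalized A-T patient fibroblasts ([…]), 500 cells/well in OPTI-MEM, 1% FBS, got compounds for 60 min, then NCS for 30 min at 37C. Lysates were then assayed for phospho-KAP-1 by AlphaLISA (anti-pKAP1 donor, anti-KAP1 acceptor beads), 6 hr at 25C.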
S-ASM inh: Inhibitors of Secretory Acid Sphingomyelinase (S-ASM): qHTS; Sphingomyelin phosphodiesterase (Homo sapiens), P17405; placental ASM, HMU-PC fluorogenic substrate, 60 min; Potency, µM (titrated, usually from 57.5 µM), for the others: top-dose activity change, negative = inhibition, usual class: inhibitors; hit rate 0.006% among 340,000; AID 504937, 2011; also: potency is read from the fitted curve at half-maximal effect
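HMU-PC0 cleavage (9 uM final) by human placental ASM, 60 min at 37 °C following 10 min compound exposure at RT; stopped at pH 10, fluorescence Ex 386/Em 447 nm.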
Mito fusion yeast: qHTS Assay for Small Molecule Inhibitors of Mitochondrial Division or Activators of Mitochondrial Fusion; S. cerevisiae fusion-defective mutant growth rescue, CellTiterGlo 48 h; Potency, µM (highest dose often 46.1 µM), for the others: top-dose growth rescue (activation), most hits filed as activators; hit rate 0.23% among 320,000;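 also: potency is read from the fitted curve at half-maximal effect; % of control where 0% means no effect; nearly all actives have a fitted effect of over 45% in size; temperature-sensitive fusion mutants such as fzo1-1 at 37 °C on non-fermentable ethanol glycerol medium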
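Compounds are tested for their ability to restore growth of mitochondrial fusion-defective yeast strains at non-permissive 37C in YPEG medium over 48 hours. Viability is quantified by luciferase luminescence.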
BCR signal inh: qHTS Assay to Find Inhibitors of Chronic Active B-Cell Receptor Signaling. Potency, µM (series often up to 46.1 µM), inactives show at the top dose ratio change, negative = lower green/red ratio, usual class: inhibitors. ABC-DLBCL IkBa-CBG/CBR reporter, luminescence ratio, 4 h. hit rate 0.05% among 340,000; active = well fitted inhibition curve with a large enough effect in the signal ratio, with a control signal flat, not every such curve was filed as active; inconclusive = small, poorly fitted or top-dose-only effect, or effect the other way, or a change in a side signal; the % refers to the signal ratio;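 also: potency is read from the fitted curve at half-maximal effect; plate controls were basal doxycycline-induced cells for no effect and cells given 10 µM MG132 for full effect; MG132 reads +100%, hits lower the ratio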
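Compounds up to 46 uM were incubated four hours with TMD8 cells whose green CBG68 luciferase is fused to IkappaBalpha; red CBR luminescence normalised the signal, and concentration-effect curves were fitted to fusion, red and ratio data.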
An asterisk follows results filed as active; ? = inconclusive; . = not tested or not shown; [ ] = another dose, or the depositor's remark. Unless noted, calls follow the shape of the dose curve; as a rule, active = well fitted curve in the direction sought with a large enough effect; inconclusive = small, poorly fitted or top-dose-only effect, or another doubt; inactive = no such curve, though single readings can be large; an effect the other way counts as inactive or inconclusive.

SMILES | TCR activator | Tb PFK block | a7 integrin act | TSG101-PTAP inh | Eya2 inh | TSHR antagonist | ELG1 repair inh | A-T KAP1 phos | S-ASM inh | Mito fusion yeast | BCR signal inh
COc1ccccc1COC(=O)Nc1c(C)nn(C)c1Cl | 0% | 0% | 3% | -5% | -3% | 10 | -4% | 0% | 1% | -1% | 4%
COc1cc(CCCN2CCNC[C@@H]2C(C)O)cc(OC)c1OC (stereo partly drawn) | 18% | 0% | 7% | 2% | -27% | 2 | ? | 2% | 2% | 1% | 0%
Cc1noc(C)c1S(=O)(=O)Nc1ccc2c(c1)C(=O)N([C@H](C)CO)C[C@H](C)[C@@H](CN(C)S(=O)(=O)c1ccccc1)O2 | 6% | 4% | -9% | -12% | 6% | 7 | ? | 1% | -2% | . | ?
COc1cccc(C2CC(c3ccccc3C)n3nc(N)nc3N2)c1 (stereo not drawn) | -5% | 2% | -21% | -7% | -13% | -1 | 24% | 4% | 0% | 0% | -1%
CC(C(=O)N/N=C/c1ccc(N(C)C)c(Br)c1)N(c1ccccc1)S(C)(=O)=O (stereo not drawn) | 5% | 11% | 13% | 0% | 8% | -8 | 2% | -3% | -1% | 5% | -15%
O=S(=O)(c1ccc(Br)s1)N1CCC2(CC1)OCCO2 | 2% | 0% | 24% | -5% | -2% | -14 | 7% | -9% | 4% | -1% | 2%
O=C(N/N=C/c1ccc(O)c([N+](=O)[O-])c1)C1CC1(c1ccccc1)c1ccccc1 (stereo not drawn) | 0% | -7% | -12% | -5% | 1% | 2 | ? | 4% | -21% | 2% | ?
CCN1C(=O)/C(=C\c2cn(CCC#N)nc2-c2ccc(F)cc2)SC1=S | 10%[46.1 µM] | -7% | -23% | -1% | 3% | 0 | 15µM* | -3% | -25% | ? | -21%
S=C(NCCc1ccccc1)Nc1nccs1 | 0% | 0% | 30% | -1% | -18% | -3 | 2% | 3% | -5% | 4% | 0%
CC(C)(C)c1ccc(C(=O)CSc2n[nH]c(=O)[nH]c2=O)cc1 | -3% | -2% | -13% | -3% | -8% | -11 | ? | 2% | -4% | 1% | 1%
CCOC(=O)c1cn(CC)c2cc(Cl)c([N+](=O)[O-])cc2c1=O | 7%[46.1 µM] | 1% | 7% | -4% | -7% | -4 | 12% | -8% | 4% | -3% | 17%
O=C(c1ccccc1)N1CCC(CC2CC(c3ccc(Cl)cc3)=NO2)(C(=O)NCC2CCCCC2)CC1 (stereo not drawn) | -10% | 0% | -3% | . | 3% | 1 | ? | -1% | -4% | 10% | 2%
Cn1c(SCC(=O)c2ccc3c(c2)OCCO3)nnc1C(F)(F)F | -1% | 2% | 37% | -4% | -27% | -3 | 0% | -4% | -4% | -14% | 0%
CC(C)Cn1c(-c2cccnc2)nc2c1c(=O)[nH]c(=O)n2CC(C)C | -8% | 0% | ? | -6% | 6% | -1 | -2% | 7% | -2% | -2% | 11%
COc1ccc(-n2ncc3c(NCc4cccnc4)ncnc32)cc1 | -1% | 0% | -47%[inhibitor] | -1% | 6% | 3 | ? | 4% | 3% | 2% | -4%
CCOc1ccc(N2CC(C(=O)NCc3ccccc3)CC2=O)cc1 (stereo not drawn) | 6% | -3% | 5% | -1% | -4% | 0 | 3% | -2% | 5% | -5% | -6%
O=C(Nc1ccc(-c2nc3ccccc3[nH]2)cc1)c1ccco1 | 8% | -12% | -6% | -3% | 5% | -7 | ? | 9% | -4% | 13% | ?
COc1ccc(S(=O)(=O)N2CCOCC2)cc1NC(=O)COC(=O)CC1CC2CCC1C2 (stereo not drawn) | 1%[46.1 µM] | 4% | -17% | -3% | -16% | 1 | 10% | 7% | -6% | . | -1%
O=C(NCCc1c[nH]c2ccccc12)C(=O)NCC1OCCN1S(=O)(=O)c1cc(F)ccc1F (stereo not drawn) | -9% | -9% | 20% | -8% | -9% | -13 | ? | -3% | 3% | 1% | 0%
CC1(C)CC(=O)C2=C(C1)N(Cc1ccco1)C(=O)C2(O)C(F)(F)F (stereo not drawn) | 0% | -4% | 22% | -4% | -23% | 3 | 2% | 1% | 7% | 4% | -10%
O=C(COC(=O)c1ccc(S(=O)(=O)N2CCOCC2)cc1)NCc1cccs1 | 1% | -1% | -8% | -1% | 21% | -9 | -14% | -1% | -4% | 6% | 6%
CC(=O)c1ccc(OCc2ncc(C(F)(F)F)cc2Cl)cc1 | 6% | 5% | 0% | 0% | 18% | 3 | ? | 5% | -2% | -4% | ?
O=c1cc[nH]c2cc(Cl)ccc12 | 0% | -10% | 3% | -1% | 4% | 0 | 0% | 1% | 4% | 5% | -5%
CCOC(=O)c1ccc(NC(=O)Nc2ccc(OC)c(OC)c2)cc1 | . | 9% | -19% | -8% | -20% | 1 | ? | -1% | -4% | -6% | -6%
CCCN(CCC)CCNC(=O)c1cn(C)c(=O)c2c1c1ccccc1n2C | 0% | 0% | -16% | -5% | ? | -2 | -7% | 7% | 15% | -4% | -1%
Cc1ccc(Cl)cc1N1CCN(Cc2cc(=O)n3ccsc3n2)CC1 | 9% | 8% | 4% | -1% | -2% | 5 | ? | -2% | 8% | -1% | -7%
CCOC(=O)CN(C(=O)COc1nc(-c2ccccc2)cc(C)c1C#N)c1ccc(C)cc1 | -3% | 1% | 9% | -6% | 2% | 1 | ? | 12% | -7% | -1% | -13%
O=C(NCc1ccc(Cl)cc1)N1CCN(Cc2ccccc2)CC1 | . | -8% | -2% | -7% | 2% | 1 | ? | 5% | -4% | -1% | ?
CCCCCOC(=O)CC(C(=O)OCCCCC)N1CCCCC1 (stereo not drawn) | -2%[46.1 µM] | 5% | 6% | -5% | -9% | 14 | 1% | . | -2% | -3% | 8%
CN1CCN(S(=O)(=O)c2ccc(N(C)Cc3cccc(F)c3)nc2)CC1 | -3% | -4% | -10% | -3% | 8% | 3 | 15% | 7% | 4% | -4% | 2%
COc1ccc(C(C2C(=O)CC(C)(C)CC2=O)C2C(=O)CC(C)(C)CC2=O)cc1CO | -2% | 6% | 15% | -5% | -3% | 1 | 13% | -8% | 7% | -1% | 3%
O=C1CCCc2nc(N3CCN(C(=O)c4ccco4)CC3)ncc21 | -1% | 0% | -3% | -4% | 9% | -9 | ? | 4% | 11% | -3% | -1%
O=C(NCCn1ccc2ccccc21)c1ccc2c(c1)OCO2 | -1% | -1% | -17% | -10% | -1% | 13 | ? | 5% | 0% | -8% | ?
COc1ccc(C)cc1S(=O)(=O)NC1CCCCC1C (stereo not drawn) | 4% | 20% | 23% | -1% | -29% | 3 | 5% | -3% | -1% | 7% | ?
CN(C)C(=O)c1ccc(NC(=O)c2ccc(-c3ccc(Cl)cc3)o2)cc1 | 2% | 3% | 11% | -7% | 12% | -6 | -17% | -6% | -4% | 11% | ?
CC(=O)Nc1cccc(NC(=O)c2cc(-c3cccnc3)nc3ccc(Br)cc23)c1 | -2% | -4% | 0% | -10% | 7% | -6 | ? | 1% | -23% | 2% | -3%
CC(=O)NS(=O)(=O)c1ccc(NC(=O)c2ccc3c(c2)OCO3)cc1 | -4% | -2% | 5% | 0% | -8% | -1 | ? | -6% | 3% | 2% | 1%
N#C/C(=N\Nc1ccc(F)cc1)C(=O)C1CC1 | -5% | 0% | 0% | -6% | -9% | 0 | ? | -19% | -2% | -8% | ?
